Bioassay records (PubChem)
ARNT-TACC3 inh – disrupts binding between human ARNT and TACC3; Q9Y6A5; AlphaScreen His-ARNT PAS-B/GST-TACC3 binding, luminescence; TACC3 fragment carries E629A point mutation; inhibition, % at 9.99 µM; hit rate 0.66% among 390,000;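 active = mean inhibition of replicates at least 50% and at least half of replicates each reaching 50%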;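 also: 0% = complete ARNT plus TACC3 wells and 100% = ARNT alone without TACC3; many hits fall short of the cut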
Starred values were filed as active, the others as inactive. These rows are one share of the data; rates above refer to the full screens.

Start of the listing, in advance, 4 compounds:
SMILES	ARNT-TACC3 inh
O=C(Nc1cccc(Cl)c1)C1C2CCC3C(CCC21)C3(Cl)Cl (stereo not drawn)	9
CC(C)(C)c1nnc(SCC(=O)c2ccccc2)n(N)c1=O	3
COc1cccc(NC(=O)CNS(=O)(=O)c2ccc(Cl)cc2)c1	-6
CCOC(=O)c1sc(NC(=S)NC(=O)C2CCCC2)cc1C	-2

This part in full, previewed entries included:
SMILES	ARNT-TACC3 inh
O=C(Nc1cccc(Cl)c1)C1C2CCC3C(CCC21)C3(Cl)Cl (stereo not drawn)	9
CC(C)(C)c1nnc(SCC(=O)c2ccccc2)n(N)c1=O	3
COc1cccc(NC(=O)CNS(=O)(=O)c2ccc(Cl)cc2)c1	-6
CCOC(=O)c1sc(NC(=S)NC(=O)C2CCCC2)cc1C	-2
Cc1ccc(-c2nn(-c3ccccc3)cc2C2CC(c3cccs3)=NN2C(=O)CCC(=O)O)cc1 (stereo not drawn)	-1
COc1ccc(C/C(C)=N/NC(=O)c2cccnc2)cc1	18
Cc1cc(C)cc(NC(=O)c2cc(C)nn2C)c1	1
Cc1sc(NC(=O)Cn2[nH]c(=O)c3ccccc3c2=O)nc1-c1ccccc1	-2
COC(=O)c1ccccc1C(=O)N1CCOCCN(C(=O)c2ccccc2C(=O)OC)CCOCC1	3
CC1CC(C)CN(CCCSc2ccccc2)C1 (stereo not drawn)	2
O=C(CSc1n[nH]c(-c2ccccc2)n1)Nc1ncccn1	11
O=c1cc(NCc2ccccc2)nc2n1CCCS2	-3
COc1ccc(C(=O)NC(=S)NNC(=O)c2ccc(NC(=O)C(C)C)cc2)cc1	35
Cc1[nH]n(-c2ccccc2)c(=O)c1C(c1ccccc1C(=O)O)c1c(C)[nH]n(-c2ccccc2)c1=O	10
Cc1ccc(Nc2nnc(SC3CCOC3=O)s2)cc1 (stereo not drawn)	1
COc1ccc(CCNC(=O)CC2SC(=NCCc3ccccc3)NC2=O)cc1 (stereo not drawn)	-2
CCOC(=O)Cc1cc(-c2ccc(OC)cc2)nc2ccc3ccccc3c12	-2
CCCC1=C(C(=O)OCC)C(c2ccc(OC)c(CSc3ccccn3)c2)C(C#N)=C(N)O1 (stereo not drawn)	-36
O=C(c1cc(N2C(=O)C3C4CCC(C4)C3C2=O)ccc1Cl)N1CCN(c2ccc(F)cc2)CC1 (stereo not drawn)	-18
Cc1cc(C)nc(Nc2ncc(O)n2-c2ccccc2)n1	2
CN(C)c1ccc(NC(=O)CN2CCC(N3CCCCC3)CC2)cc1	-9
Cc1c(NC(=O)CN2C(=O)NC(C)(c3ccccc3Cl)C2=O)c(=O)n(-c2ccccc2)n1C (stereo not drawn)	-1
CC(C)CC(=O)NC(=S)NNC(=O)c1ccc([N+](=O)[O-])cc1	29
COc1cc(OC)cc(C(=O)N2CCN(C3CCN(Cc4ccccc4)CC3)CC2)c1	4
C=CC(O)(C#CCN(CC)CC)c1ccccc1 (stereo not drawn)	-2
CC(=O)Nc1cccc(/C(C)=N/NC(=O)c2c(-c3ccccc3Cl)noc2C)c1	-3
Cc1nc2nc(C)c(CCC(=O)O)c(C)n2n1	1
O=C(NN=C1CCCCCCCCCCC1)c1cccc(S(=O)(=O)N2CCOCC2)c1	6
COc1ccc(CCNC(=O)/C(C#N)=C/c2cccc(OCc3ccccc3)c2)cc1OC	-3
CSc1nnc(C)c(=O)n1COC(=O)COc1ccc2ccccc2c1	-4
CCCC(=O)Nc1ccc(N2CCN(S(C)(=O)=O)CC2)cc1	-2
COc1ccc(CCn2c(=O)[nH]c3cc(C(=O)NCCN4CCOCC4)ccc3c2=O)cc1OC	-8
Fc1ccccc1NC(=S)Nc1ccc(Br)cc1	2
COC(=O)c1cn(NC(=O)Cc2ccc(Cl)cc2)c(=O)c2ccccc12	-6
N#CC1=C(N)OC2=C(C(=O)CC(c3ccccc3)C2)C1c1ccoc1 (stereo not drawn)	-3
Cc1ccc(S(=O)(=O)N/N=c2\sc3ccccc3n2C)cc1	-2
CCOC(=O)c1ccc[n+](C(C)C(=O)c2ccc(-c3ccccc3)cc2)c1 (stereo not drawn)	3
COc1ccc(CCNc2ccncn2)cc1OC	-12
COc1ccccc1NC(=O)COc1ccc(/C=N/NC(=O)CSCc2cc(C)cc(C)c2)cc1	-1
O=C(NCc1ccccc1)C(=O)NCC(c1ccco1)N1CCOCC1 (stereo not drawn)	-9
CC(=O)NS(=O)(=O)c1ccc(NC(=O)CN2C(=O)C3C4C=CC(C4)C3C2=O)cc1 (stereo not drawn)	-7
Cc1ccc(-n2nc(C)c(C3(O)C(=O)N(C(C)C)c4ccccc43)c2N)cc1 (stereo not drawn)	-4
CCOCCCNC(=O)C(c1ccccc1)N(Cc1cccs1)C(=O)CNC(C)=O (stereo not drawn)	-10
CCc1ccc(OCC(=O)O/N=C(\N)Cc2ccc([N+](=O)[O-])cc2)cc1	8
Cc1ccc(Nc2nc(-c3ccc(S(=O)(=O)N4CCCC4)cc3)cs2)cc1C	0
O=C(/C=C/c1ccccc1)NCCSCc1ccccc1	-6
CCC(C(=O)NCCCc1ccccc1)c1ccccc1 (stereo not drawn)	-13
Cn1c(=O)c2ncn(CC(=O)NCCOCc3ccccc3Cl)c2n(C)c1=O	-7
CC1OC(Nc2ccc(OC(F)(F)F)cc2)C(O)C(O)C1O (stereo not drawn)	-8
O=C(O)CCCC(=O)N1N=C(c2ccccc2)CC1c1ccc2nccnc2c1 (stereo not drawn)	-3
COc1ccc(C(=O)NC(NC(=O)c2ccc(OC)c(OC)c2)c2ccccc2F)cc1OC	2
S=C(NCc1ccccc1)NCc1ccc2c(c1)OCO2	-1
CCCCc1ccc(NC(=S)NCc2cccs2)cc1	2
Cc1ccc(N=Cc2cc(Cc3ccccc3Cl)cc([N+](=O)[O-])c2O)c(O)c1	-4
Cc1sc2ncnc(N/N=C/c3cccc(O)c3)c2c1C	10
COc1cc(-c2cc(C(=O)Nc3nc4ccccc4s3)c3ccccc3n2)cc(OC)c1OC	-1
COc1ccccc1NS(=O)(=O)c1ccc(N/N=C/c2c(C)nn(-c3ccccc3)c2N2CCCC2)c([N+](=O)[O-])c1	-3
O=C(CNC(=O)c1ccccc1F)OCC(=O)N1CCCc2ccccc21	-9
Cn1c(=O)c2c(nc(SCC(=O)NCc3ccc4c(c3)OCO4)n2Cc2ccc(Cl)cc2)n(C)c1=O	-2
COc1ccccc1NC(=O)CC(c1ccc(OC(C)C)cc1)c1ccccc1OC (stereo not drawn)	5

Exported with bars between the fields: 2 of the compounds above
compound | ARNT-TACC3 inh
Cc1ccc(-c2nn(-c3ccccc3)cc2C2CC(c3cccs3)=NN2C(=O)CCC(=O)O)cc1 (stereo not drawn) | -1
COc1ccc(C(=O)NC(=S)NNC(=O)c2ccc(NC(=O)C(C)C)cc2)cc1 | 35

Next section:
SMILES	ARNT-TACC3 inh
Cc1ccc(-c2nn(-c3ccccc3)cc2/C=N/NS(=O)(=O)c2ccccc2)cc1	9
S=C(Nc1ccccc1Cl)NC1CCN(Cc2ccccc2)CC1	0
Cc1cc(Sc2nc(NC(C)(C)C)nc(N3CCOCC3)n2)nc(Cl)n1	-6
CCCCC(=O)Nc1cccc(NC(=S)NC(C)=O)c1	-2
Cc1cc([N+](=O)[O-])ccc1NC(=O)/C=C/c1cccs1	-8
COC(=O)c1ccccc1NC(=S)N(Cc1ccc2c(c1)OCO2)Cc1cc2cccc(C)c2[nH]c1=O	2
O=[N+]([O-])c1cc(C(F)(F)F)ccc1Sc1ccccn1	-4
CCOCCCNC(=O)C(NC(=O)c1ccc(NC(C)=O)cc1)c1ccc(OC)cc1 (stereo not drawn)	-12
CCOc1ccc2c(ccc(/C=C/c3cc(C)c4cccnc4c3O)[n+]2C)c1	65*
Cc1cc(C)c(-c2c(O)c3c(n(C)c2=O)CC(C)(C)CC3=O)c(C)c1	-2
CCCCCCCSc1nc(N)cc(=O)[nH]1	-3
O=C(CN1CCCCCCC1)N/N=C/c1ccc(F)cc1F	4
O=S(=O)(NCC1CCCO1)c1ccc(S(=O)(=O)N(Cc2ccc(F)cc2)Cc2ccccn2)cc1 (stereo not drawn)	-11
CC(C)CN(CC(C)C)C(=O)CCCC(=O)N(CC(C)C)CC(C)C	-1
COc1ccc(/C=N/Nc2nc(-c3ccc(Cl)cc3)cc(C(F)(F)F)n2)cc1OC	-1
COC(=O)c1ccc(NC(=O)CSc2nnc(C)n2-c2ccccc2)cc1	-14
O=C(NNC1=C(C(=O)C(F)(F)F)CCC1)c1ccc(Cl)cc1	37
Cc1ccc(-n2c(=O)c3sccc3n(Cc3cc(=O)n4cc(Cl)ccc4n3)c2=O)cc1F	19
COc1ccc(-c2[nH]ncc2C=O)cc1	-28
CCN1CC2([N+](=O)[O-])CC=C(OC)C([N+](=O)[O-])(C1)C2 (stereo not drawn)	2
CCCSc1nc(C)c(-c2csc(C(C#N)=C3CCCC3)n2)cc1C#N	4
Cc1nc(C(=O)N(C)C)nn1-c1cc(Cl)ccc1Cl	0
O=C(Nc1cccc(S(=O)(=O)Nc2ccc(Cl)cc2)c1)c1cc2c(s1)CCCC2	-4
Cc1ccc(Cn2c(=O)c3ccccc3n3c(SCC(=O)N4CCCCC4C)nnc23)cc1 (stereo not drawn)	-3
O=C(N1CCN(c2ccccc2)CC1)C(F)(F)C(F)(F)F	2
CC#CCCc1nc2ccccc2c(=O)n1N	-12
CNC(=S)N/N=C(\C)c1ccc(C)c(C)c1	3
CC(C)Nc1nc(Cl)nc(N(C#N)CN2C(=O)c3ccccc3C2=O)n1	-6
Cc1cccc(-n2ccnc2SCC(=O)N2CCCc3ccccc32)c1C	1
CCOC(=O)c1cnc2cc(C)ccn2c1=O	-3
CN1CCN(C(=S)SCC(=O)Nc2nc(-c3ccccc3)c(-c3ccccc3)o2)CC1	-5
CN1C(=O)/C(=C\c2ccncc2)SC1=Nc1ccccc1	-2
O=c1cc(N2CCN(c3ccccc3)CC2)[nH]c(=O)n1-c1ccccc1	-9
CCOC(=O)CNc1nc2ccccc2n2c(C)nnc12	5
Cn1c(SCC(=O)NCc2ccc3c(c2)OCO3)nnc1-c1cccs1	-2
CC(=O)N1c2ccccc2C2(O)N=C(C)SC12 (stereo not drawn)	-1
COc1ccccc1/C=N/NC(=O)c1ccccc1NS(=O)(=O)c1ccc(C)cc1	2
Cc1cc(C)nc(SCc2ccc(C(=O)NN=C3C4CC5CC(C4)CC3C5)cc2)n1	0
CCn1c(-c2ccccc2Cl)nn(CC(=O)NCCc2ccccc2)c1=S	-10
O=C(N/N=C/c1ccc(-c2ccccc2Cl)o1)c1ccccc1	-1
N#CNC1=NCN(Cc2ccccc2)CN1	-8
Cc1cccn2c1nc(=S)n2C(=O)c1ccco1	-4
Cc1c(NC2(C#N)CCCC2)c(=O)n(-c2ccccc2)n1C	-1
Cc1ccc(NC(=O)CN(C)CC(=O)Nc2ccc(N3CCOCC3)cc2)c([N+](=O)[O-])c1	-4
CCN1CCN(c2ccc(NC(=O)c3cccnc3)cc2Cl)CC1	0
COc1ccc(CC(=O)Nc2ccc(C(=O)Nc3ccccc3C(=O)O)cc2)cc1OC	16
CCCOc1ccc(/C=C2\SC(=S)N(CC3CCCO3)C2=O)cc1 (stereo not drawn)	-4
C=CCOc1nc2c(c(=O)n(C)c(=O)n2C)n1Cc1ccccc1Cl	-1

Sorted by molecular weight (highest first): part of the list above.
SMILES	ARNT-TACC3 inh
Cc1ccc(NC(=O)CN(C)CC(=O)Nc2ccc(N3CCOCC3)cc2)c([N+](=O)[O-])c1	-4
COc1ccc(CC(=O)Nc2ccc(C(=O)Nc3ccccc3C(=O)O)cc2)cc1OC	16
N#CNC1=NCN(Cc2ccccc2)CN1	-8

Other compounds follow:
SMILES	ARNT-TACC3 inh
CNC(=O)c1ccc(Nc2nnc(-c3ccc(C)c(S(=O)(=O)NCC4CCCO4)c3)c3ccccc23)cc1 (stereo not drawn)	-2
Cc1noc(C)c1C(=O)OCC(=O)NCCC1=CCCCC1	-7
CCOc1ccc(OCCN2C(=O)NC(Cc3c[nH]c4ccccc34)C2=O)cc1 (stereo not drawn)	6
Cc1ccc(C)c(OCC(O)CN2CCC(CN3C(=O)c4cccc5cccc(c45)C3=O)CC2)c1 (stereo not drawn)	4
COc1ccc2c(c1)O[C@@H](c1cccc(C(F)(F)F)c1)[C@H](O)C2=O	-1
CN(NC1CC(=O)N(c2ccccc2)C1=O)c1ccccc1 (stereo not drawn)	7
Cn1c(COc2ccccc2)nnc1SCC(=O)Nc1ccc(N2CCOCC2)c(Cl)c1	1
Cc1ccc(CNC(=O)COC(=O)CSc2cc(C)c(Br)cc2C)cc1	-4
CCC(=O)NC(=S)Nc1ccc(NC(=O)c2ccco2)c(OC)c1	0
O=C1c2ccccc2C(=O)N1CCCCN(C(=O)c1cc([N+](=O)[O-])ccc1Cl)c1ccc(Cl)cc1	0
Fc1ccc2c(c1)C(c1cccnc1)=NNC(c1cccs1)=N2	6
O=C(N/N=C/c1ccc(N2CCOCC2)o1)c1cccc([N+](=O)[O-])c1	2

A second format for 4 compounds above:
structure: CCC(=O)NC(=S)Nc1ccc(NC(=O)c2ccco2)c(OC)c1
  ARNT-TACC3 inh: 0
structure: O=C1c2ccccc2C(=O)N1CCCCN(C(=O)c1cc([N+](=O)[O-])ccc1Cl)c1ccc(Cl)cc1
  ARNT-TACC3 inh: 0
structure: Fc1ccc2c(c1)C(c1cccnc1)=NNC(c1cccs1)=N2
  ARNT-TACC3 inh: 6
structure: O=C(N/N=C/c1ccc(N2CCOCC2)o1)c1cccc([N+](=O)[O-])c1
  ARNT-TACC3 inh: 2

Next results follow.
SMILES	ARNT-TACC3 inh
CCn1cc(/C=N\NC(=O)c2ccc(Cl)cc2)cn1	5
CCOc1cccc2c1OC(c1cc(OC)c(OC)c(OC)c1)N1N=C(c3ccc(C)o3)CC21 (stereo not drawn)	4
CCN(CC)S(=O)(=O)c1ccc(NC(=O)C2c3ccccc3Oc3ccccc32)cc1	-6
COc1ccc(N2C(=O)c3ccccc3NC23CCC(C)CC3)cc1 (stereo not drawn)	-2
COC(=O)c1c(C)[nH]c(C(=O)/C=C/c2ccc(Cl)cc2)c1C	32
CC(=O)Nc1cnn(Cc2ccc(Br)cc2)c1	-16
COc1ccc(Nc2nc(NCc3ccco3)nc(N/N=C/c3ccccc3Cl)n2)cc1	-1
Cc1ccc2c([N+](=O)[O-])cccc2n1	-3
